CCT chaperon mod: modulators of cytosolic chaperonin (CCT/TRiC) activity; activity change, % (concentration not given with the values), hits read low; hit rate 0.3% among 360,000; AID 651819; purified chaperonin ATPase assay, HTRF ADP detection, 30 min; in the data active = activity change below about -30%; note: % is set by controls: 0 for no effect and ±100 for the full control effect
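Nucleotide hydrolysis assay: TRiC at 20–40 nM final (set by batch activity) with 10 uM ATP, 30 min at 37 °C, in presence of 76 uM compound. Detection by competitive ADP HTRF, 30 min ambient.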
EPAC2 antagonist: blocks human EPAC2 exchange factor. Q8WZA2. EPAC2 GEF exchange of Rap1B-BODIPY-GDP, fluorescence. Potency, µM (highest dose often 114 µM), without a hit: at the highest dose activity, negative = inhibition, hits mostly inhibitors. hit rate 0.18% among 360,000. AID 720708; note: potency is the fitted concentration of half-maximal effect; % is set by controls: 0 for no effect and ±100 for the full control effect; nearly all actives have a fitted effect of over 45% in size; many of its hits are not listed in these tables
DRD3 antagonist: blocks the human D3 dopamine receptor; P35462; D3R cells, DiscoveRx beta-arrestin luminescence, antagonist mode; stronger effect = lower value; max response, negative = inhibition, %; hit rate 2.5% among 360,000; AID 652054; in the data active = max response below about -50%; inconclusive = no clear call, values can overlap the other calls; note: % is set by controls: 0 for no effect and ±100 for the full control effect; mostly tested at two doses, the higher about 12 µM
Target sequence (P35462 whole entry, looked up): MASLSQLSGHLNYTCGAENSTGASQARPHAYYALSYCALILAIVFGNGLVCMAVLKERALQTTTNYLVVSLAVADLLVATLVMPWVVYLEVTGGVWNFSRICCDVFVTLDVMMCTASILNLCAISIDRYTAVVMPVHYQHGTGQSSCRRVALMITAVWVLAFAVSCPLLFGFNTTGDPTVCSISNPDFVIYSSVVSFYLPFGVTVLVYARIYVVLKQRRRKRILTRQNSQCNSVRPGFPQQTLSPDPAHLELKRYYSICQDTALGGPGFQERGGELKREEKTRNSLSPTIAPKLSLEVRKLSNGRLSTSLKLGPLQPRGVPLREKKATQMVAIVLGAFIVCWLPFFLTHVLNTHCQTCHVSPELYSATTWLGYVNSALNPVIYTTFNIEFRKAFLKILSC
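Cells expressing the human receptor were seeded at 1500 cells/well, incubated overnight at 37 degrees C in 5% CO2, then exposed to library compounds with dopamine controls for 90 minutes at 37 degrees C before luminescent detection.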
D3 ag: D3 dopamine receptor (human) agonism; P35462; D3R DiscoveRx beta-arrestin cells, luminescence, 90 min; max activation, %; hit rate 0.58% among 410,000; in the data active = max activation above about 30%; note: 0% is about no effect; mostly tested at two doses, the higher about 12 µM
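Cells at 1500/well, incubated overnight, then treated with pinned compounds (dopamine as control) for 90 min at 37 degrees C. DiscoveRx reagent added for 30 - 60 minutes at room temperature; luminescence read.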
EPAC2 ag: activates human EPAC2 exchange factor | EPAC2 activation, biochemical qHTS; response scale: 100% = 6.5 mM cAMP response | Potency, µM (series often up to 154 µM), without a hit: top-dose activation, most hits filed as activators | hit rate 0.079% among 360,000; note: potency is the fitted concentration of half-maximal effect; nearly all actives have a fitted effect of over 50% in size
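qHTS, titration series. 100 nM EPAC2 / 250 nM Rap1B-BODIPY-GDP / 50 uM GDP; RT; ex 480/em 540 nm, 5-min reads to 30 min. Norm. to 6.5 mM cAMP = activation.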
PTHR1 agonist: activates the human parathyroid hormone receptor PTHR1. Q03431. HEK293 GP2 PTHR1 cells, GloSensor cAMP luminescence, 1 h. Potency, µM (highest dose often 115 µM), for inactives: at the highest dose activation, hits mostly activators. hit rate 0.075% among 410,000. AID 743266; note: potency is the fitted concentration of half-maximal effect; nearly all actives have a fitted effect of over 55% in size; some results filed as inactive show a strong effect at the top dose; inactives centre near -15; many of its hits are not listed in these tables
Target sequence (Q03431 whole entry, looked up): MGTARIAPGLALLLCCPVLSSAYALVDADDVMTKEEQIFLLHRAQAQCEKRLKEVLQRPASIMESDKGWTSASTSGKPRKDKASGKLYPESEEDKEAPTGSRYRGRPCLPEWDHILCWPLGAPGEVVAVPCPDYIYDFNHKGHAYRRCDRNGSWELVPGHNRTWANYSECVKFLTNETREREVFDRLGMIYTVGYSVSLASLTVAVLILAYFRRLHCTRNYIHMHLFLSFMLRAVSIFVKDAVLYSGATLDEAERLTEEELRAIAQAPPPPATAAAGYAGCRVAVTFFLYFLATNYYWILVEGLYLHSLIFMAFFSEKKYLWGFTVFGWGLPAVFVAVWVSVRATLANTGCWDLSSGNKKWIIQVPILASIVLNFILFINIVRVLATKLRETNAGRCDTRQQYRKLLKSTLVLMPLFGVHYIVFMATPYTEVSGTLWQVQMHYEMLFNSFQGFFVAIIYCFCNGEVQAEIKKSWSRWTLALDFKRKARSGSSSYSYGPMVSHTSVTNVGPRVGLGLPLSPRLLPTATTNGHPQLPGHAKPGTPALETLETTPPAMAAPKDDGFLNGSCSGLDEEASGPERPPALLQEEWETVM
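HEK-293-derived GP2 cells expressing PTHR1 and a GloSensor cAMP reporter, 3,000/well, plated overnight, given luciferin plus IBMX (each 0.5 mM as added) for 1 h at 37 °C, then compound for 1 h at 37 °C. Luminescence was read after 15 min at room temperature.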
Akt phos inh: inhibitors of Akt phosphorylation | activity change, % for hits at 50 µM | hit rate 0.32% among 360,000 | AID 651550 | Neuro2A IGF-stimulated pAkt S473 HTRF, 20 min; stronger effect = lower value; in the data active = activity change below about -80%; inconclusive = mostly about -51% to -80%; note: % is set by controls: 0 for no effect and ±100 for the full control effect
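Neuro2A cells (4,500/well, DMEM with 0.5% FBS) were treated with compound at a single 50 µM final concentration, stimulated with 6 nM IGF for 20 min at 37 °C, and lysed. Phospho-Akt Ser473 was read by HTRF as 665/615 ratio ×10^4.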
Mm-Cpn inhibitor: blocks the Methanococcus maripaludis chaperonin Mm-Cpn | hit rate 0.031% among 330,000 | AID 504842 | purified Mm-Cpn ATPase, ADP Transcreener TR-FRET | Potency, µM (series often up to 76.9 µM), without a hit: at the top dose activity, negative = inhibition, most hits filed as inhibitors; note: potency is the fitted concentration of half-maximal effect; % is set by controls: 0 for no effect and ±100 for the full control effect; nearly all actives have a fitted effect of over 80% in size
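Reaction buffer contained 30 mM Tris pH 7.4, 100 mM KCl, 5 mM MgCl2 and 1 mM DTT. Mm-CPN (25 nM final) hydrolysed 10 uM ATP over 30 min at 37°C; ADP was read by HTRF.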
Active calls of the source: *; i = inactive; ? = inconclusive; nt = no result given; & = joins results of further samples; [ ] = another dose, or the depositor's remark. Unless noted, calls come from the whole dose curve; as a rule, active = well fitted curve in the direction sought with a large enough effect; inconclusive = small, poorly fitted or top-dose-only effect, or another doubt; inactive = no such curve, though single readings can be large; an effect the other way counts as inactive or inconclusive. A portion of the library. The share of hits here may be higher or lower than overall.

SMILES	CCT chaperon mod	EPAC2 antagonist	DRD3 antagonist	D3 ag	EPAC2 ag	PTHR1 agonist	Akt phos inh	Mm-Cpn inhibitor
CCCn1c(N)c(C(=O)COC(=O)CNC(=O)c2ccc(C)c(C)c2)c(=O)n(C)c1=O	0.1	1%	1	2	5%	i	i	-1%
O=C(Cc1ccc(Cl)cc1)Nc1cccc(-c2nnc(-c3ccco3)o2)c1	-2.2	-7%	15	17	5%	-41%[inhibitor][57.5 µM]	i	-1%
O=C(NCCCO)c1cc([N+](=O)[O-])cc2c1C=Cc1ccccc1O2	1.4	1%	5	1	8%	i	i	2%
O=C(O)c1ccc(CSc2nnc(-c3ccccc3Br)o2)cc1	0.4	-16%	9	9	12%	-15%	i	-1%
CC1(C(=O)NS(=O)(=O)c2cccs2)CCN1C(=O)C1CCCCC1 (stereo not drawn)	-0.8	16%	0	-3	6%	i	i	nt
CCCCCC1C(=O)CCC1CC(=O)OC (stereo not drawn)	0.4	8%	-17	-5	6%	-12%	i	nt
CSC1=N/C(=C\c2ccc(C)o2)C(=O)S1	-2.8	-9%	27	0	19%	-2%[57.5 µM]	i	1%
NC1=NS(=O)(=O)NC1c1ccc(F)cc1 (stereo not drawn)	-0.1	3%	-19	-8	8%	-8%	i	0%
COc1ccc(Cl)cc1NC(=O)CSc1nc2ccsc2c(=O)n1CC1CCC(C(=O)O)CC1 (stereo not drawn)	-0.6	-17%	0	8	11%	-32%[inhibitor]	i	-3%
N#Cc1cccnc1N1CCN(C(=O)c2cccc3c2C(=O)c2ccc(-c4ccc(Cl)c(C(F)(F)F)c4)cc2S3(=O)=O)CC1	-0.9	14%	24	18	-1%	-26%	i	-4%
COc1ccccc1-c1nc2cc(Cl)ccc2c(=O)n1O	-3.2	-1%	-11	-8	3%	-2%	i	-2%
CCOC(=O)C1CCN(C(=O)COc2ccc(N(C)S(=O)(=O)c3ccc(C)cc3)cc2)CC1	0.8	-18%	10	-4	0%	-52%[inhibitor]	i	-4%
CCN(CC(=O)Nc1c(F)cccc1F)C(=O)CNC(=O)c1cccs1	-1.9	-4%	8	1	16%	i	i	3%
CC(=O)Nc1ccc(S(=O)(=O)N2CCN(Cc3csc(C)n3)CC2)cc1	-0.1	-1%	1	4	2%	-13%	i	1%
CC(C)(C)NC(=O)CN(C(=O)Cn1nnc(-c2ccccc2F)n1)c1cccc2c1CCCC2	-0.4	?	21	-3	-3%	i	i	1%
CCN(CC)CCCNc1nc(C)cc(COC)c1C#N	-0.1	8%	-4	7	5%	i	i	-1%
N#C/C(=C\c1cccnc1)c1ccccn1	-18	19%	-21	-6	8%	-11%	i	2%
Cc1nc(-c2cccs2)sc1C(=O)O	-2.6	-3%	3	1	13%	-2%	i	-15%
O=C(NCc1ccccc1)C(c1ccc(-c2ccccc2)cc1)N1CCN(CCN2CCOCC2)CC1 (stereo not drawn)	nt	8%	-13	3	8%	-3%	i	nt
Cc1nnc(-c2cnn(-c3ccccc3)c2N)n1Cc1cccc(C(F)(F)F)c1	-1.1	4%	-16	-2	-4%	?	i	0%
COC(=O)c1ccccc1SC1CC(=O)N(c2ccccc2)C1=O (stereo not drawn)	-1.9	9%	0	0	2%	i	i	3%
CC(=O)C(Cc1ccccc1)NC(=O)CN1c2cccc3cccc(c23)S1(=O)=O (stereo not drawn)	-0.5	-14%	0	5	6%	-22%	i	-6%
O=S(=O)(c1cccc(-c2nc3n(n2)Cc2ccccc2-3)c1)N1CCCCC1	-1.5	-7%	6	2	10%	-26%[57.5 µM]	i	1%
Cc1cc(O)c(C=O)c2c1C(=O)Oc1c(CO)c(O)c3c(c1O2)C(O)OC3=O (stereo not drawn)	-0.4	7%	-16	12	-2%	i	i	nt
CC(C)Cc1nnc(NC(=O)c2ccc(-n3cncn3)c([N+](=O)[O-])c2)s1	0.7	-5%	-1	4	11%	2%	i	nt
CC(C)CCN(C(=O)Nc1ccc(Cl)cc1)C1CCN(C(C)C)CC1	-6.0	-7%	-59*	-17	14%	i	i	-4%
COc1cc(OC)c(N(C)C(=O)c2cn(C)c(=O)c3cc(OC)c(OC)cc23)cc1Cl	-0.6	-8%	-1	0&-5	11%	-20%	i	3%
O=C(NCc1ccco1)C1CCCN1C(=O)Nc1ccccc1 (stereo not drawn)	-2.2	4%	18	2	10%	-19%	i	0%
COc1ccc(-c2nnc3ccc(SCC(N)=O)nn23)cc1OC	-1.5	-6%	23	-3	3%	i	nt	1%
COC(=O)c1ccccc1NC(=O)CSc1n[nH]c(C)n1	2.2	5%	-18	1&0	2%	i	i	-1%
CCOc1ccc(NC(=O)CN(C)C(=O)c2cc(C3CC3)nn2-c2ccccc2)cc1OCC	-0.1	-15%	11	-7	-8%	i	i	-1%
Cc1c(O)nc(SCC(=O)Nc2ccc3c4c(cccc24)CC3)n(-c2ccccc2)c1=O	-4.7	-7%	-2	2	0%	-14%	i	1%
O=C(NCC1CCCO1)c1ccccc1NS(=O)(=O)c1ccc(F)cc1 (stereo not drawn)	0.9	28%	1	-16	18%	i	i	1%
CCOC(=O)N/N=C/c1cc(C)n(-c2ccccc2)c1C	1.6	3%[57.1 µM]	-9	-3	13%	i	i	2%
CN1CCN(CCCCC(=O)c2ccccc2)CC1	2.6	12%	-8	-9	2%	-23%	i	1%
COc1ccc(-c2nsc3c(N4CCCCC4C)ncnc23)cc1 (stereo not drawn)	1.4	2%	65	1	3%	-43%	i	-5%
COc1ccc(NC(=O)CC23CC4CC(C2)CC(n2nnc(C)n2)(C4)C3)cc1	-2.1	1%	0	2	12%	i	i	1%
COc1cc(S(=O)(=O)N2CCN(Cc3cccs3)CC2)ccc1NC(C)=O	-2.3	4%	20	4	2%	i	i	2%
CCN(CC)CCCNC(=O)Cc1c(C(=O)O)n(C)c2ccccc12	0.4	-9%	19	-2	6%	-31%[inhibitor]	i	-1%
COc1ccc(CCNC(=O)Cc2cc3c(cc2[N+](=O)[O-])OCO3)cc1OC	-2.0	4%	13	2	-1%	i	i	nt
CCOC(=O)C1(C)/C(=N/Nc2ccccc2)C(=O)C(=O)N1c1ccccc1 (stereo not drawn)	-1.4	-2%	-58*	-10	7%	-5%	i	2%
CN(C)S(=O)(=O)c1ccc(NC(=O)CN2CCOCC2)cc1	-2.2	-12%	3	-1	10%	-13%	i	0%
Cc1cccc(C)c1NC(=O)CS(=O)CC(=O)NCCCc1ccccc1 (stereo not drawn)	4.9	24%	-9	-5	-3%	-24%[57.5 µM]	i	-3%
COc1ccc(C)cc1-n1c(-c2ccncc2)n[nH]c1=S	-0.4	0%	-11	0	6%	-22%	i	1%
CC(=O)Nc1ccc(NC(=O)C(C)OC(=O)c2ccccc2C(=O)c2ccc(Cl)c([N+](=O)[O-])c2)cc1 (stereo not drawn)	1.1	2%	?	-19	-2%	-32%[inhibitor]	i	-1%

Compounds from the list above that contain a CF3 group:
SMILES	CCT chaperon mod	EPAC2 antagonist	DRD3 antagonist	D3 ag	EPAC2 ag	PTHR1 agonist	Akt phos inh	Mm-Cpn inhibitor
N#Cc1cccnc1N1CCN(C(=O)c2cccc3c2C(=O)c2ccc(-c4ccc(Cl)c(C(F)(F)F)c4)cc2S3(=O)=O)CC1	-0.9	14%	24	18	-1%	-26%	i	-4%
Cc1nnc(-c2cnn(-c3ccccc3)c2N)n1Cc1cccc(C(F)(F)F)c1	-1.1	4%	-16	-2	-4%	?	i	0%

The list continues:
SMILES	CCT chaperon mod	EPAC2 antagonist	DRD3 antagonist	D3 ag	EPAC2 ag	PTHR1 agonist	Akt phos inh	Mm-Cpn inhibitor
Cc1ccc(C(=O)Nc2ccc(Br)c(C(F)(F)F)c2)cc1	0.5	-6%	9	6	16%	-25%	i	2%
CC(=O)N(Cc1ccc(Br)cc1)c1cccc(C)c1C	-2.4	?	-7	-3	28%	i	i	-2%
O=C(COc1ccc([N+](=O)[O-])cc1)Nc1cccc(C(=O)Nc2ccccc2C(=O)O)c1	1.1	-7%	26	5	-3%	-15%	i	-1%
CCN1CCCC(Sc2nc3c([nH]2)c(=S)n(C)c(=O)n3C)C1 (stereo not drawn)	-1.7	0%	0	-9	2%	?	i	-3%
N#CC1=C(N)Oc2ccc3ccc(O)cc3c2C1c1ccsc1 (stereo not drawn)	-0.2	?	-5	0	9%	-5%	i	1%
Cc1noc(C(F)(F)F)c1C(=O)NNC(=O)c1ccccc1	1.7	11%	-11	2	0%	i	i	1%
CC(=O)c1ccc(N2CCN(C(=O)C3CCCN3S(=O)(=O)c3cccc4nsnc34)CC2)cc1 (stereo not drawn)	-0.6	-6%	6	0	-2%	-6%	i	?
CCC(=O)c1cn(CC(=O)Nc2ccc(OC)cc2)c2ccccc12	0.8	0%	0	5	3%	i	i	-5%
S=C1SCCCN1Cc1ccc(Cl)cc1	-0.9	?	13	8	11%	-46%[inhibitor]	i	nt
O=C(NCCc1ccccc1)C1CCN(C2CCN(Cc3ccc(CO)o3)CC2)CC1	0.6	5%	4	-13	-3%	-5%	i	1%
COc1ccc(-c2nnc(SC)nc2-c2ccc(OC)c([N+](=O)[O-])c2)cc1[N+](=O)[O-]	-3.8	14%	?	-20	7%	27%	i	nt
Cn1c(=O)c(=O)n(C)c2cc(S(=O)(=O)CCC(=O)Nc3ccc(F)cc3)ccc21	-1.7	0%	26	-2&9	-6%	-13%	i	1%
CCCCCn1c(SCc2cccc(C)c2)nc2c1c(=O)[nH]c(=O)n2C	-0.2	-2%	7	7	-6%	-3%	i	-8%
CCOC(=O)c1[nH]c(C(=O)O)c(OC(=O)CC)c1C	-3.4	7%	8	2	7%	-24%	i	-10%
CC(=O)Nc1ccc(-c2ccnc3c2CC(C(=O)Nc2cccc(C(F)(F)F)c2)O3)cc1 (stereo not drawn)	-1.7	-29%	0	-7	9%	i	i	nt
COc1cc(/C=N/Nc2ccc(S(N)(=O)=O)cc2[N+](=O)[O-])cc(OC)c1O	1.7	18%	-25	-18	1%	-15%	i	-4%
CCCCN1C(=O)C(CC(=O)NCCN2CCOCC2)CC(C(=O)N2CCCCCC2)=C1C (stereo not drawn)	-2.5	9%	?	-2	7%	-25%	i	nt
COn1c(SCC(N)=O)nc2ccccc2c1=O	0.1	2%	0	4	3%	-6%[57.5 µM]	i	0%

Screening results deposited in PubChem by National Center for Advancing Translational Sciences (NCATS).
